TLR9-MyD88 inh: blocks human TLR9 binding to MyD88; AID 504734; CHO BLA complementation TLR9-MyD88, CCF4 FRET ratio; inhibition, % at 4.98 µM; 0.21% of 340,000 active; Q9NR96+Q99836;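 active = inhibition above the mean over all tested compounds plus 3 SD, cut at about 21% in these data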;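 note: 0% = DMSO only wells and 100% = clavulanate BLA inhibitor control wells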
NOD2 RIPK2 PPI: inhibitors of human NOD2-RIPK2 interaction; 0.38% of 360,000 active; CHO BLA complementation NOD2-RIPK2, CCF4 ratio; O43353; inhibition, % at 4.98 µM; in the data active = inhibition above about 21%;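 note: 0% = vehicle only and 100% = reference blocker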
Target sequence (O43353 whole entry, looked up): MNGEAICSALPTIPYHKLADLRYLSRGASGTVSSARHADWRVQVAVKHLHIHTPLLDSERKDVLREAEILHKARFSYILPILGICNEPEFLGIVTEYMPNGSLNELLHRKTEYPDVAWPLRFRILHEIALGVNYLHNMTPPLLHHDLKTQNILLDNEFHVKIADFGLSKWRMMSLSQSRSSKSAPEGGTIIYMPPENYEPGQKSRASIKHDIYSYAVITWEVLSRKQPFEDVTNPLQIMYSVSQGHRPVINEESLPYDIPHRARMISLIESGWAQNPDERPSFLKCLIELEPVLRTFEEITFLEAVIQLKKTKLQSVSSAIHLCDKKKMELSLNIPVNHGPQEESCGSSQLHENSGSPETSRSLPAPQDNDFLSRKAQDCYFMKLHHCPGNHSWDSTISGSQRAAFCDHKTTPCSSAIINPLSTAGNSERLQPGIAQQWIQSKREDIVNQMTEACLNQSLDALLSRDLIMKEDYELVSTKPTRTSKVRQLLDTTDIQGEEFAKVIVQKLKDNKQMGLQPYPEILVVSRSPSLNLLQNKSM
MC4R ag barr: human MC4R agonism via beta-arrestin; U2OS MC4R beta-arrestin complementation, luminescence; percent of melanotan II response, DMSO zero; P32245; activation, % at 8.9 µM; 0.98% of 360,000 active;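 active = activation above a per-plate cutoff, the mean activation of sample wells on that plate plus 3 SD, cut at about 8% in these data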
Target sequence (P32245 whole entry, looked up): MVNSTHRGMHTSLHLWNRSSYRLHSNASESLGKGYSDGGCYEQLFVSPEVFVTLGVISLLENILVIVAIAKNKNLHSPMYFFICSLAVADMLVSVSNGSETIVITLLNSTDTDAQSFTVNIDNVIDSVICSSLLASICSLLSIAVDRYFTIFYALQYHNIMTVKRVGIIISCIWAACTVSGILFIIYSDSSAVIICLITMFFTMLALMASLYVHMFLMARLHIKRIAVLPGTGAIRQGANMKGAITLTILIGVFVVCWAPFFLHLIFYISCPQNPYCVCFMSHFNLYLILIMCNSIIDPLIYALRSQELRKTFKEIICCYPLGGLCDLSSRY
Granule exo inh: lytic granule exocytosis inhibition | TALL-104 LAMP-1 surface exposure, flow cytometry; cells stimulated with thapsigargin and PMA | inhibition, % at 10 µM | 0.66% of 360,000 active | AID 651702;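 active = inhibition above about 55%, limit read from the data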
N-glyco inh: N-linked glycosylation inhibition. reporter increase, % at 12.5 µM. 0.23% of 360,000 active. D54 ERlucT glycosylation luciferase reporter, 24 h; percent of 100 nM tunicamycin response;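 active = mean luciferase reporter signal, scaled so untreated is 0 and the glycosylation-blocking control 100, at or above a set limit in every replicate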;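 note: luciferase carries N-glycosylation sites so blocking glycosylation raises the light; 0% = median of neutral control wells and 100% = median of 100 nM tunicamycin wells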
aDG glyco up: increases alpha dystroglycan glycosylation | 0.22% of 360,000 active | AID 624168 | Pro5-aDG cells, alpha-DG glycosylation AlphaScreen (IIH6); 0% Pro5, 100% B10-LARGE cell signal | activation, % at 10 µM;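 active = activation of at least 8% versus controls, or a plate z-score of at least 8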;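 note: Pro5 are CHO cells carrying HIG-tagged alpha-DG that lacks glycosylation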
Vif inh: HIV Vif inhibition | HEK293T cells, Vif self-association by quenched fluorescence, imaging, 24 h | inhibition, % at 7.49 µM | 0.35% of 340,000 active | AID 602346; in the data active = inhibition above about 50%, passing the limit was not always enough; note: some results filed as inactive read as strong as hits
ABHD5 PLIN5 PPI: blocks binding of human ABHD5 to perilipin-5; Q00G26+Q8WTS1; Split G. princeps luciferase complementation, luminescence, 4 h; inhibition, % at 4 µM; 0.78% of 360,000 active; AID 602281;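 active = inhibition above the mean inhibition across every tested compound plus 3 SD, cut at about 22% in these data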;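 note: 0% = DMSO only wells and the 100% control is not disclosed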
ABCB6 inh 2: blocks the human ABCB6 transporter | Q9NP58 | K562-ABCB6 porphyrin accumulation, flow cytometry, 1 h; stronger effect = lower value | fluorescence ratio to DMSO, % at 10 µM | 0.19% of 360,000 active;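 active = fluorescence ratio to DMSO below 75%, the collection mean minus 3 SD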;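 note: signal is porphyrin accumulated inside mitochondria; 100% equals median channel fluorescence of DMSO control wells; lower ratio means ABCB6 inhibition with less porphyrin fluorescence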
MC4R antag cAMP: human MC4R antagonism in cAMP assay; P32245; MC4R-expressing cells, MTII-stimulated cAMP, LANCE TR-FRET; inhibition, % at 6.5 µM; 0.48% of 360,000 active;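 active = inhibition above its plate's cutoff, the mean of tested wells on that plate plus 3 SD, cut at about 29% in these data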;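 note: 0% = Melanotan II alone and 100% = Melanotan II plus saturating MCL0020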
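Assay system: U2OS-MC4R stable cell line; Also added: Melanotan II; Technique: Eu-cAMP/anti-cAMP TR-FRET, emission 671 nm; Times: 30-min compound, 1-h challenge, 1-h detection, room temperature.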
* = called active by the depositor; · = no result given. These rows are one share of the data, so the mix of outcomes need not match the whole.

SMILES	TLR9-MyD88 inh	NOD2 RIPK2 PPI	MC4R ag barr	Granule exo inh	N-glyco inh	aDG glyco up	Vif inh	ABHD5 PLIN5 PPI	ABCB6 inh 2	MC4R antag cAMP
NC(=O)C1Cc2ccccc2CN1C(=O)c1nn(Cc2ccccc2)c(=O)c2ccccc12 (configuration not stated)	-3	-5	-3.6	-1	0	-0.4	7	2	94	6
CS(=O)(=O)c1cccc(-c2ccc3nncn3c2)c1	·	-5	0.6	37	3	-0.4	-6	1	93	-5
Cc1cc(C)nc(NC(=O)c2cc([N+](=O)[O-])cc([N+](=O)[O-])c2)n1	3	-10	-0.6	-2	3	0.0	6	-5	99	2
Cc1c(OC(C)C(=O)NCCCN2CCOCC2)ccc2c1oc(=O)c1ccccc12 (configuration not stated)	-2	-2	-2.9	3	2	0.1	-3	-6	97	-2
CCOc1cc2[nH]c(=S)n(CCCN3CCCC3=O)c(=O)c2cc1OCC	-10	0	-0.7	-1	1	-0.2	-1	4	104	8
CCc1ccccc1NC(=O)NCc1ccc2c(c1)OCO2	8	-9	0.1	-4	-1	0.1	0	1	96	7
O=C1NC[C@H](CC2CCCCC2)N(CCc2cccc3ccccc23)C1=O	·	-10	·	4	·	0.0	·	3	99	·
CC(Sc1nnnn1C)C(=O)Nc1ccc(N2CCOCC2)cc1 (configuration not stated)	-4	4	2.3	-2	3	-0.1	3	0	83	-4
Cc1c(C)c2cc(Cl)c(O)c(CN(C)C)c2oc1=O	-4	-1	-1.6	-2	0	-0.3	5	-2	95	-1
O=C1c2ccccc2C(=O)N1CCCOc1ccccc1	2	4	-0.3	-1	-1	0.1	-15	12	99	1
Cc1ccc(C(=O)NC2CC3CCC(C2)N3Cc2ccco2)cc1 (configuration not stated)	4	-11	-2.0	0	-1	0.1	-1	2	95	5
CC(=O)c1ccc(N2CCC(c3cc(-c4ccc(Cl)cc4)n[nH]3)CC2)c([N+](=O)[O-])c1	-6	-5	1.9	20	-4	3.4	-29	0	91	-2
O=C(CCCCn1c(=O)c2ccccc2n(Cc2ccc(F)cc2Cl)c1=O)NCc1ccco1	2	-9	11*	5	2	0.7	1	3	106	5
O=C(CCc1ccccc1)NC(=S)Nc1ccccc1[N+](=O)[O-]	0	4	-3.7	0	0	0.1	-8	-9	103	-3
Cc1ccc(CNCC(O)(c2ccc(F)cc2)c2ccc(F)cc2)cc1	-5	0	5.4	0	-3	-0.2	-4	1	100	9
O=C(Nc1ccnn1C1CCN(Cc2ccc(Cl)cc2)CC1)C1CCCC1	-3	-6	-3.4	-4	-4	-0.4	1	-8	95	7
COC(=O)c1cc(NC(=O)c2cccc(C(F)(F)F)c2)c(=O)oc1C/C=N/OCc1cccc(Cl)c1Cl	1	-7	-0.2	2	-1	-0.5	13	-2	104	4
O=C(Nc1ccc(Cl)cc1)c1cc(S(=O)(=O)N2CCCCC2)ccc1N1CCOCC1	5	-1	-2.5	16	-8	-0.1	19	3	100	8
COc1ccc(Cc2c(C(C)(C)C)nc3ccc(Cl)cn23)c(C)c1	·	9	·	-1	2	-0.2	·	-1	97	·
COc1c(C)cc(C(=O)C2CCCN(C(=O)c3csc(C)n3)C2)cc1C (configuration not stated)	-4	-2	-2.9	0	1	0.0	-3	-6	107	3

Records listed above that bear a hit mark in MC4R ag barr:
SMILES	TLR9-MyD88 inh	NOD2 RIPK2 PPI	MC4R ag barr	Granule exo inh	N-glyco inh	aDG glyco up	Vif inh	ABHD5 PLIN5 PPI	ABCB6 inh 2	MC4R antag cAMP
O=C(CCCCn1c(=O)c2ccccc2n(Cc2ccc(F)cc2Cl)c1=O)NCc1ccco1	2	-9	11*	5	2	0.7	1	3	106	5

Sorted by molecular weight (high to low): 4 of the compounds above.
SMILES	TLR9-MyD88 inh	NOD2 RIPK2 PPI	MC4R ag barr	Granule exo inh	N-glyco inh	aDG glyco up	Vif inh	ABHD5 PLIN5 PPI	ABCB6 inh 2	MC4R antag cAMP
O=C(CCCCn1c(=O)c2ccccc2n(Cc2ccc(F)cc2Cl)c1=O)NCc1ccco1	2	-9	11*	5	2	0.7	1	3	106	5
O=C(Nc1ccnn1C1CCN(Cc2ccc(Cl)cc2)CC1)C1CCCC1	-3	-6	-3.4	-4	-4	-0.4	1	-8	95	7
O=C1NC[C@H](CC2CCCCC2)N(CCc2cccc3ccccc23)C1=O	·	-10	·	4	·	0.0	·	3	99	·
CS(=O)(=O)c1cccc(-c2ccc3nncn3c2)c1	·	-5	0.6	37	3	-0.4	-6	1	93	-5

Other results follow:
SMILES	TLR9-MyD88 inh	NOD2 RIPK2 PPI	MC4R ag barr	Granule exo inh	N-glyco inh	aDG glyco up	Vif inh	ABHD5 PLIN5 PPI	ABCB6 inh 2	MC4R antag cAMP
Cc1ccc(N2C(=O)[C@@H]3C(c4ccc(F)cc4)=NO[C@@H]3C2=O)cc1	-11	-1	1.0	0	0	0.1	·	-1	99	11
COc1ccc(NC(=O)c2c([N+](=O)[O-])c(C(C)(C)C)nn2C)cc1	-1	-1	-1.8	-8	-1	0.1	-12	0	103	6
O=C(COc1ccccc1)N1CCN(S(=O)(=O)c2ccc(Cl)cc2)CC1	-2	-4	-1.4	-4	-1	0.0	8	6	97	3
C=C(C)Cn1c(C2CC(=O)N(c3ccccc3F)C2)nc2ccccc21 (configuration not stated)	7	-2	-0.9	-2	0	0.2	10	-2	97	2
COc1cccc(OC)c1C(=O)N1CCN=C1SCc1cccnc1	8	-8	-2.6	-1	-2	-0.1	-3	-11	90	10
COc1ccccc1OCCNC(=O)C(CCSC)NS(=O)(=O)c1ccccc1F (configuration not stated)	-3	9	-2.4	-3	1	0.1	5	8	97	7
CCN(CC(=O)Nc1ccccc1OC)C(=O)c1ccc2[nH]c3c(c2c1)CC(C)CC3 (configuration not stated)	-10	8	-0.1	-5	1	-0.2	2	-1	96	5
O=C1CN(C(=O)COC(=O)/C=C/c2ccc(OC(F)F)cc2)c2ccccc2N1	-4	-16	11*	-5	-3	0.3	-7	4	95	-5
CCCCNC(=O)CSc1nc2ccc(NC(=O)CSc3nnc(N)s3)cc2s1	17	3	1.1	3	-2	-0.5	-7	16	102	-10
CCCOc1ccc(CSC(=N)N)cc1C(=O)OC	-5	-4	-2.0	-1	12	0.1	-8	3	84	-9
Cc1cccc(C(C#N)c2ccc(Cl)nn2)c1 (configuration not stated)	·	-7	1.2	-5	0	0.5	-1	-13	100	17
COc1ccccc1-c1c(C)nn2c(C)cc(C)nc12	6	-18	-0.2	-2	0	0.0	·	5	102	13
O=C(NNC(=O)c1ccccc1-n1cccc1)c1ccc(Cl)cc1Cl	-5	-16	-0.8	2	1	-0.1	0	-4	105	5
CC(O)CN1CCN(C(=O)CN2C(=O)NC(c3ccccc3)(c3ccccc3)C2=O)CC1 (configuration not stated)	1	2	-0.3	-2	1	0.0	-2	3	103	16
Cc1cccc(C)c1-n1nnnc1S(=O)(=O)Cc1ccccc1Cl	5	0	2.5	-1	-1	0.2	-2	-4	105	0
CN(CC(=O)Nc1ccccc1Br)C(=O)c1cccc([N+](=O)[O-])c1	-7	2	-1.2	-7	-1	0.1	8	5	98	-2
Cn1c(N)c(N=Nc2ccc(S(N)(=O)=O)cc2)c(=O)n(C)c1=O	-1	-7	-0.5	-2	5	0.2	1	4	97	-20
CN(C)C1(CNC(=O)c2cccc(S(=O)(=O)Nc3ccc(Br)cc3)c2)CCCCC1	6	-11	-0.7	8	1	0.3	-3	11	93	7
Cc1c(OCC(N)=O)ccc2c(-c3ccccc3)cc(=O)oc12	4	5	-2.8	-4	-1	0.0	19	-7	93	-6
COc1cnc(-c2ccccn2)nc1Sc1ccccc1Cl	13	6	0.8	-1	8	2.1	-32	-4	91	7
CC1(C)Cc2cccc(OCC(=O)N3CCN(c4ccccc4Cl)CC3)c2O1	0	-6	-2.8	14	-5	0.2	-12	-5	101	4
CN(C)c1c(F)cc(C(=O)NCc2ccccc2)cc1F	-3	0	0.3	-2	3	-0.1	5	-6	101	16
CC(=O)Nc1sc(NC(=O)c2ccccc2)nc1-c1cccs1	-6	-2	-0.9	-1	17	-0.3	-9	-9	97	5
COc1ccc(-c2cc(C(=O)OCC(=O)NC(C)C)c3ccccc3n2)cc1	-10	-5	6.7	0	0	0.1	-4	-3	99	14
CN(C)C(CNC(=O)CN1C(=O)NC2(CCc3ccccc32)C1=O)c1ccco1 (configuration not stated)	2	12	-0.4	-4	-1	0.2	-2	4	96	3
CCn1c(SCC(=O)N/N=C/c2ccc(O)c(OC)c2)nc2ccccc21	-7	-8	1.1	-1	0	-0.4	·	-1	95	3
Cc1cc(C)nc(N(C#N)CN2C(=O)c3ccccc3C2=O)n1	7	-5	0.8	1	0	0.0	5	7	98	-2
CCC(C)/C(C)=N/NC(=O)c1ccccc1OCCOc1ccccc1 (configuration not stated)	6	0	0.9	-1	0	-0.2	3	8	103	1
Cc1ccc(NC(=O)c2cc3cccc([N+](=O)[O-])c3[nH]2)cc1	7	-5	0.0	30	-9	-0.1	-1	-2	100	-1
CCCCCCn1cc(CN2CC(N3CCSCC3)CS2(=O)=O)nn1 (configuration not stated)	·	-9	·	5	·	0.0	·	-1	99	·
O=C(CNC(=O)c1ccccc1Cl)N/N=C/C=C/c1ccccc1	-6	-7	-0.7	0	2	-0.1	-3	2	100	-4
Cc1cc(C(=O)OCC(=O)NC2CCCCC2)c(C)o1	-1	-10	-0.5	-3	1	-0.2	-9	-9	99	1
COC(=O)N/N=C/c1cn(Cc2ccccc2F)c2ccccc12	-6	-2	4.0	9	-10	0.3	-2	7	104	8
Cc1cc(NC(=O)c2c(F)cccc2Cl)no1	6	-4	-2.3	-2	0	0.0	5	0	110	0
CC(=O)Nc1ccc(S(=O)(=O)N2CCN(c3nnnn3-c3ccccc3)CC2)cc1	11	-4	1.8	0	1	0.0	5	-3	90	-9
COc1nc(=O)n(C2CCCO2)cc1C (configuration not stated)	-6	-1	0.8	-8	1	1.3	3	9	94	8
O=C(Nc1cccc(Cl)c1)c1ccc2sc([C@@H]3O[C@H](CO)[C@H](O)[C@H](O)[C@H]3O)nc2c1	·	-20	-1.3	21	0	-0.2	-11	3	96	11
O=C(NCCCNC(=O)c1ccccn1)c1ccc(F)cc1	3	-7	-1.9	12	-2	0.0	1	2	94	3
C[C@]12CCC3c4ccc(OCC(=O)O)cc4CCC3C1CCC2=O (some centres not stated)	-11	-13	-0.4	9	1	0.0	1	2	96	0
O=C(O)C(c1ccccc1)C(O)C1CC=CCC1 (configuration not stated)	-3	0	-1.4	0	0	0.0	13	10	98	7
Fc1ccccc1/C=N/n1c(-c2cccnc2)n[nH]c1=S	19	-7	-1.9	6	3	0.1	-10	6	97	10
O=C(CN(Cc1ccc(F)cc1)C(=O)CCC(=O)Nc1ccccn1)NCc1ccco1	0	-13	-2.4	-2	1	-0.1	4	3	96	7
O=C1NC[C@@H](Cc2ccc(O)cc2)N(CCCCC2CCCCC2)C1=O	·	-8	·	3	·	-0.2	·	-4	98	·
O=[N+]([O-])c1cccc(OCc2cn3cccnc3n2)c1	-1	-3	1.7	4	-1	0.1	-2	-4	100	1
CCSc1nnc(NC(=O)c2cccnc2Cl)s1	-2	-3	-1.4	-1	0	-0.1	8	-3	89	-1
Cc1cccc(NC(=O)NC2CC3CCC(C2)N3Cc2ccco2)c1 (configuration not stated)	-15	-4	-4.6	-3	1	0.1	1	5	100	2
Cc1nn(C(=O)C2CC2)c(C)c1Sc1ccc(Cl)cc1	-7	-4	-0.5	3	0	-0.1	2	2	104	3
